Screens (PubChem BioAssay)
PostGolgi yeast: growth inhibition of a yeast mutant, post-Golgi transport screen. inhibition, % at 10 µM. 0.9% of 98,000 active. post-Golgi transport phenotypic cell assay;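 note: yeast cells grown in 1536-well plates; yeast grown about 18 h at 30C before absorbance read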
S1P2 agonist: activates the human S1P2 receptor. S1P2-expressing cell line, agonist reporter read-out. activation, % at 4.5 µM. 0.46% of 97,000 active. AID 729; in the data active = activation above about 16%;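 note: 0% = vehicle low control and 100% = maximal reference agonist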
PostGolgi ctrl: inhibits growth of the yeast control strain | efflux-deficient yeast background strain, growth absorbance A615, 16 h | inhibition, % at 10 µM | 5% of 98,000 active | AID 738
PTPN22 inh 2: LYP (human) phosphatase inhibition; recombinant LYP catalytic domain, DiFMUP fluorescence; inhibition, % at 2 µM; Q9Y2R2; 0.21% of 96,000 active;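 active = inhibition at 2 µM at or above a set limit, the screen mean plus 3 SD, cut at about 24% in these data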;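 note: 0% = DMSO with enzyme and 100% = enzyme fully blocked by orthovanadate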
Target sequence (Q9Y2R2 whole entry, looked up, the tested form may be a part): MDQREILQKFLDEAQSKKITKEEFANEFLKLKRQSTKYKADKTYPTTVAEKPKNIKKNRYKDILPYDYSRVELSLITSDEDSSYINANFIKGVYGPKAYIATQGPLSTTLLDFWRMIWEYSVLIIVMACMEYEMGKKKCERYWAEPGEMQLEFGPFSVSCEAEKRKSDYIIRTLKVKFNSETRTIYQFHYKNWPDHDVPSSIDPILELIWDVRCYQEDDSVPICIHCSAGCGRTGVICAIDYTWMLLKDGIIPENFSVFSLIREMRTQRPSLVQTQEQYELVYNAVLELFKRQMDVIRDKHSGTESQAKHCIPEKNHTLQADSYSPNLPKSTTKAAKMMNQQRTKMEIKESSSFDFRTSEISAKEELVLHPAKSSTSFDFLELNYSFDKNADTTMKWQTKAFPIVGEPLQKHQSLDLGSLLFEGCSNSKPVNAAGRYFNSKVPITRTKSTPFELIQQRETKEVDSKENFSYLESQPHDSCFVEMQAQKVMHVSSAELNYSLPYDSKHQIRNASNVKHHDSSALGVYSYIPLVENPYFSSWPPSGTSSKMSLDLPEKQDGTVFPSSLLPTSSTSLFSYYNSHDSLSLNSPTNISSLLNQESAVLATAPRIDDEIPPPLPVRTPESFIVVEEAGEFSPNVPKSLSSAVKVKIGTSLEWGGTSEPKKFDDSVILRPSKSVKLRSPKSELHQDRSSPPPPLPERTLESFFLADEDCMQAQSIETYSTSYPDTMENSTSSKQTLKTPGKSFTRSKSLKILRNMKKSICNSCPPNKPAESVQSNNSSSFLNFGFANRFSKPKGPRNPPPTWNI
S1P2 blocker: S1P2 (human) receptor antagonism; O95136; cell-based S1P2 antagonist assay, inhibition at 5 uM; inhibition, % at 5 µM; 0.21% of 97,000 active; AID 736; in the data active = inhibition above about 45%;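 note: CRE beta-lactamase reporter cells expressing human S1P2 stimulated with S1P; 0% = agonist at EC80 alone and 100% = agonist plus reference antagonist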
FAK inh: inhibitors of human focal adhesion kinase. inhibition, %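 (tested at 7 µM)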. AID 727. biochemical FAK kinase activity assay. 0.84% of 97,000 active; in the data active = inhibition above about 19%;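 note: 0% = DMSO and 100% = reference compound high control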
LYP act: activators of human LYP (PTPN22) phosphatase; Q9Y2R2; recombinant LYP, DiFMUP fluorescence; 0 = plate median, 100 = signal doubled; activation, % at 2 µM; 0.11% of 96,000 active; AID 697;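 active = activation at 2 µM above a set limit, the mean plus 5 SD, cut at about 37% in these data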
EphB4 antag: blocks human EphB4 binding to ephrin-B2. P54760. EphB4 LBD / TNYL-RAW-Alexa532 peptide, fluorescence polarization. inhibition, % at 7 µM. 0.15% of 97,000 active. AID 720;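 active = inhibition above the screen-wide mean inhibition plus 3 SD, cut at about 15% in these data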;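 note: 0% = DMSO wells and 100% = excess unlabeled TNYL-RAW peptide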
HIV Rev-RRE inh: disrupts HIV-1 Rev binding to RRE RNA; P05866; Rev peptide-RRE RNA binding, FRET; inhibition, % at 8 µM; 0.79% of 97,000 active; AID 704;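 active = inhibition above the screen-wide mean plus 3 SD, cut at about 35% in these data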;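 note: 0% = median DMSO wells and 100% = median Neomycin B control wells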
Target sequence (P05866 whole entry, looked up): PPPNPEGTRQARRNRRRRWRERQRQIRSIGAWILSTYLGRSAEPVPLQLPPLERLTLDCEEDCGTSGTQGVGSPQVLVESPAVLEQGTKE
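Assay system: Rev peptide and RRE RNA, both fluorescently labelled; times: 5 min preincubation and 15 min binding, 25 °C; detection: FRET, ex 480 nm, em 540 and 671 nm; read-out basis: % inhibition from 671/540 nm acceptor-to-donor ratio, scaled between controls; benchmarks: DMSO low control, neomycin B high control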
* marks the source's active call; other numbers are inactive results; . = not tested or not shown. Cut-off read from the data, not from the text of the source, unless noted: active = inhibition above about 30%; inactive = the rest.

SMILES	PostGolgi yeast	S1P2 agonist	PostGolgi ctrl	PTPN22 inh 2	S1P2 blocker	FAK inh	LYP act	EphB4 antag	HIV Rev-RRE inh
Cc1nc2ccccc2c(=O)n1NC(=O)c1ccco1	.	-4	.	17	-8	2	-17	0	7
CC1(C)CC(=O)C(C(C2=C(O)CC(C)(C)CC2=O)c2ccco2)C(=O)C1 (stereo not drawn)	6	-12	13	0	-5	-6	3	1	4
O=C(c1ccc(Br)cc1)C1CCc2occc2C1=O (stereo not drawn)	2	-2	1	-1	11	5	2	3	20
COC(=O)/C(=C\Nc1ccc(OC)cc1)NC(=O)c1ccc(Cl)cc1Cl	-4	-3	-1	-11	-23	1	8	2	2
Cc1nnc(SCc2cnc(-c3ccccc3)o2)[nH]c1=O	17	-4	-5	-4	-2	1	4	-9	6
COc1ccc(CNc2nc3nc(C)c(Cl)c(C)n3n2)cc1OC	.	5	.	-8	-4	-2	6	-6	-1
O=C(CSc1nc2cc(Cl)ccc2o1)Nc1ccc(N2CCOCC2)cc1	-4	-2	-2	-18	1	-1	22	-4	0
O=C(C=C1CCN(c2ncc(C(F)(F)F)cc2Cl)CC1)NNC(=O)Nc1ccccc1	6	-9	12	8	4	9	-4	1	1
Cc1cc(C(=O)NCCCn2ccnc2)sc1-c1ccccc1	1	-3	2	-5	1	-1	3	1	7
O=C(OCCN1CCN(c2ncc(C(F)(F)F)cc2Cl)CC1)c1ccc(Cl)cc1	16	-2	31*	10	7	4	-7	2	10
CCn1c(=O)c2ccccc2n2c(SCC(=O)NCc3cccs3)nnc12	6	-8	0	9	16	0	-10	-5	3
N#Cc1ccc(Cn2c(=O)c(C#N)c3n(c2=O)CCC3)cc1	0	-6	1	3	6	7	-5	-6	6
CCOC(=O)CC(/C(C)=N\O)c1ccccc1 (stereo not drawn)	-1	-7	3	-7	7	-2	5	1	1
O=C(CN1CCOCC1)Nc1nc(-c2ccc3c(c2)CCN3S(=O)(=O)c2ccccc2)cs1	5	-11	11	6	20	5	-10	-4	3
COc1cccc(C2=NOC(C(=O)Nc3cccnc3)C2)c1 (stereo not drawn)	-3	-5	24	12	-4	-7	-12	-3	-1
COc1ccc(Cl)cc1NC(=O)C1CC(=O)N(c2ccc(F)cc2)C1 (stereo not drawn)	-14	-7	7	0	7	-2	-4	2	5
CCOC(=O)NC(=O)CN1C(=O)NC(C)(c2ccccc2)C1=O (stereo not drawn)	25	-7	-1	16	6	0	-16	4	5
CC1CCCC(C)N1C(=O)COc1ccc(-c2nnco2)cc1 (stereo not drawn)	-4	-7	7	0	8	-3	0	-1	5
O=C1c2ccccc2NC2(CCCCC2)N1c1ccc(O)cc1	2	-2	11	-2	-3	0	4	-10	2
O=C1c2ccccc2C(Nc2ccc(S(=O)(=O)N3CCCCC3)cc2)N1Cc1ccco1 (stereo not drawn)	3	-3	19	-5	17	-1	3	6	5
Nc1nnc(SCC(=O)NC23CC4CC(CC(C4)C2)C3)s1	1	-2	2	-4	-12	-1	3	-4	1
CN1CCN(C(=O)c2ccccc2NC(=O)CCN2C(=O)c3ccccc3C2=O)CC1	0	0	5	-10	-1	-2	8	1	4
O=S(=O)(NCC1CCCO1)c1cccc(S(=O)(=O)N2CCCC2)c1 (stereo not drawn)	3	0	6	2	6	-1	-2	-1	0
COc1ccc(-n2ncc3c(NCc4ccco4)ncnc32)cc1	9	-7	-3	13	2	2	-14	1	2
CS(=O)(=O)Nc1ccccc1C(=O)NCc1ccco1	-9	0	5	0	-11	1	2	2	8
CC1CCC(NC(=O)COc2ccccc2C(N)=O)CC1 (stereo not drawn)	-17	-3	-1	7	-17	-1	-4	1	1
CC1(C)CC(=O)c2sc(NC(=O)CN3C(=O)CCC3=O)nc2C1	1	-3	4	-10	-7	3	6	-2	6
Cc1cccc(-c2cc(C(=O)NCCCn3ccnc3)c3ccccc3n2)c1	2	-11	8	6	11	3	0	4	3
CC1CCN(CCC(=O)N2CCCc3c2c(=O)oc2ccc(O)cc32)CC1	7	-7	17	-6	33	-2	3	3	8
CN1CCN(S(=O)(=O)c2ccc(Cc3ccc(S(=O)(=O)N4CCN(C)CC4)cc3)cc2)CC1	0	-9	2	-8	-16	0	7	-4	-1
CC(OC(=O)CN1C(=O)NC(C)(C)C1=O)C(=O)c1ccccc1 (stereo not drawn)	1	-9	-2	-9	-6	0	6	-5	4
Cc1ccc(NS(=O)(=O)c2ccc(NC(=O)CSc3ccc(Cl)cc3)cc2)c(C)c1	-2	-4	6	-5	-4	0	9	-1	-1
COc1ccc2[nH]c(=O)c(CN(Cc3cccs3)S(=O)(=O)c3c(C)ccc4nsnc34)cc2c1	15	-5	4	4	24	-1	-3	5	7
C/C(N)=C(/C#N)C(=O)CSc1nnc(SCc2ccc(Cl)cc2)s1	-4	-1	2	-15	8	3	12	-2	12
Cc1ccc(-n2c(O)cnc2Nc2nc(C)cc(C)n2)cc1	6	-2	-5	2	23	5	-2	-2	6
COCCSc1ccccc1C(=O)Nc1nnc(C)s1	0	-3	2	-16	-18	2	15	-2	-3

Continued, overlapping the part above by 2 compounds.
SMILES	PostGolgi yeast	S1P2 agonist	PostGolgi ctrl	PTPN22 inh 2	S1P2 blocker	FAK inh	LYP act	EphB4 antag	HIV Rev-RRE inh
Cc1ccc(-n2c(O)cnc2Nc2nc(C)cc(C)n2)cc1	6	-2	-5	2	23	5	-2	-2	6
COCCSc1ccccc1C(=O)Nc1nnc(C)s1	0	-3	2	-16	-18	2	15	-2	-3
CCCCOc1ccc(C(=O)NCC(=O)OC2CCOC2=O)cc1 (stereo not drawn)	9	2	9	5	-15	1	-2	-3	0
CCOC(=O)C1CCN(C(=O)C2CCCCC2)CC1	1	-2	10	-6	-8	0	6	-4	0
C=CCOC(=O)C1=C(C)NC(SCC(=O)OCC)=C(C#N)C1c1ccc(O)c(OC)c1 (stereo not drawn)	-10	-7	8	2	7	4	-4	1	7
O=C(c1ccco1)N1CCN(S(=O)(=O)N2CCOCC2)CC1	3	0	7	0	11	-2	-1	7	6
CN1CCN(S(=O)(=O)c2ccc(NC(=O)C(C)(C)C)cc2)CC1	-8	-5	16	-5	-9	0	4	-9	0
CC(C)[C@H](N)c1nnc(SCC(=O)c2ccc(Cl)cc2)o1	-10	-5	6	4	-1	1	-3	-9	7
COc1ccc(OC)c(-c2c[n+](=O)c3c(n2[O-])CCCC3)c1	5	-6	-4	-5	19	-1	3	-4	2
CC(CCC(=O)Nc1nncs1)C(=O)O (stereo not drawn)	-7	-7	10	-6	0	-6	4	2	12
CN(c1ccc(C(=O)NC2CC3CCC2C3)cc1)S(C)(=O)=O (stereo not drawn)	5	-6	7	-4	-1	-1	8	5	5
COc1ccccc1NC(=O)CN(c1ccccc1F)S(C)(=O)=O	0	0	7	-4	-13	2	0	0	0
CCC(CC)C(=O)Nc1cccc(C(=O)NCc2ccco2)c1	-5	-1	42*	-20	-13	1	16	-3	0
Clc1ccc2nc(N3CCCCC3)[nH]c2c1	4	-11	6	7	10	1	-6	2	3
Nn1c(SCC(=O)NC(=O)NCc2ccco2)nnc1-c1ccc(OC(F)F)cc1	4	-2	2	0	2	4	2	0	-5
O=C(NCCN1CCOCC1)c1ccccc1Oc1ccccc1	-5	-9	-10	-3	2	-4	3	6	7
CCCCn1c(NC(C)CC)nc2c1c(=O)[nH]c(=O)n2C (stereo not drawn)	-3	4	-2	0	-17	-2	0	-3	-2
CN(C)c1cccc(C(=O)NCC2CCCO2)c1 (stereo not drawn)	3	-5	19	3	16	-8	-5	-2	9
O=C(Cc1cccc2ccccc12)N/N=C/c1ccc(Sc2cccc3cccnc23)o1	-6	-5	19	6	30	-1	-5	1	7
N#Cc1cnc2sc3ccccc3n2c1=N	-3	-8	1	13	-3	-2	-14	2	10
O=C(COc1ccccc1)Nc1ncc2c(n1)CCCC2=O	-2	0	26	2	-11	1	-3	-6	3
O=C(CNC(=O)c1cccs1)NCC(=O)OCc1ccc(Cl)cc1	-1	-4	32*	13	8	5	-9	6	2
CCN(CC)CCNC(=O)c1ccc(NC2=NC3CS(=O)(=O)CC3S2)cc1 (stereo not drawn)	2	2	5	-4	-5	-3	1	-7	2
Cc1cccc(NC(=O)c2ccc(-n3ccnc3)nc2)c1	20	-7	2	2	0	2	-6	2	6
COC(=O)c1c(NC(=O)CC2Nc3ccccc3NC2=O)sc(C)c1C (stereo not drawn)	-13	1	-9	8	-17	3	-5	-1	5
CC1(C)Cc2c(sc(NC(=O)c3ccco3)c2C#N)CO1	-2	-6	-2	-1	3	0	1	-11	-4
O=c1c2cccnc2[nH]c(=S)n1CCCN1CCN(c2ccccc2F)CC1	-17	-3	2	-7	-34	-2	5	-9	4
C=CCOc1ccc(CNC(C)(C)CO)cc1OCC	-2	-2	6	6	3	0	-3	-3	9
COc1ccc(-n2ncc3c(NC(C)C)ncnc32)cc1	5	-13	-2	7	1	-5	-8	-6	-3
C(=N\N1CCN(Cc2ccccc2)CC1)/c1cccs1	-5	2	4	6	-9	-4	-4	-9	-3
Cc1ccc(S(=O)(=O)N[C@H](C(=O)N2CCC(C(=O)N3CCC[C@H]3C(=O)O)CC2)C(C)C)cc1	11	-6	-10	7	13	-2	-8	0	4
O=C(c1ccc(O)cc1)c1ccc(C(=O)c2ccc(O)cc2)cc1	1	-5	0	-25	-5	2	26	6	6
O=C(c1ccc(C(=O)N2CCCc3ccccc32)s1)N1CCCc2ccccc21	105*	1	100*	9	1	6	-6	-12	6
CCC(=O)NC1(C(F)(F)F)C(=O)Nc2c1c(=O)[nH]c(=O)n2Cc1ccco1 (stereo not drawn)	-3	-6	5	-3	-21	1	2	-3	-1
Cc1nn(Cc2ccc([N+](=O)[O-])cc2)c(=O)n1-c1ccc(F)cc1	-14	-6	11	.	7	-3	.	5	9
COc1ccc(C(=O)COC(=O)CN2C(=O)C3C4C=CC(C4)C3C2=O)cc1 (stereo not drawn)	13	-12	1	-7	0	-2	6	-1	1
CCOCCCNC(=O)C1CCN(S(=O)(=O)c2ccc(C)cc2)CC1	.	-6	.	-4	-5	-2	4	-3	8
CCCCOc1ccc(C(C)NC(=O)C2CCCN(S(=O)(=O)CC)C2)cc1 (stereo not drawn)	-4	-3	1	-16	14	0	15	-6	-2
Cc1[nH]n(-c2ccccc2)c(=O)c1S(=O)(=O)c1ccccc1	20	-9	9	-4	5	4	2	-1	-1
O=C1OCc2cccc3cccc1c23	-6	-3	21	-6	9	0	4	2	11
Cc1cc(C)nc(SCc2nnc(SCC(=O)Nc3nc(-c4ccccc4)cs3)n2C)n1	.	0	.	8	-14	1	-9	-9	0
CC(C)C(c1nnnn1Cc1ccc(F)cc1)N1CCN(C(=O)c2ccco2)CC1 (stereo not drawn)	9	-1	15	1	25	3	0	8	7
Cc1ccc(-c2nn(CC(=O)O)c(=O)c3ccccc23)cc1	.	4	.	0	-7	-1	-3	-4	4
O=C(COC(=O)C1(c2ccccc2)CC1)N1CCN(c2ccc(F)cc2)CC1	-3	-2	-1	-7	12	0	4	-2	8
N#Cc1cc2c(nc1SCC(=O)Nc1sc3c(c1C#N)CCC3)CCCCCC2	-3	-2	-1	14	11	-11	-12	2	8

Full records as entered above.
`N#Cc1cc2c(nc1SCC(=O)Nc1sc3c(c1C#N)CCC3)CCCCCC2` across the screens: PostGolgi yeast: -3; S1P2 agonist: -2; PostGolgi ctrl: -1; PTPN22 inh 2: 14; S1P2 blocker: 11; FAK inh: -11; LYP act: -12; EphB4 antag: 2; HIV Rev-RRE inh: 8
`Cc1cc(C)nc(SCc2nnc(SCC(=O)Nc3nc(-c4ccccc4)cs3)n2C)n1` across the screens: PostGolgi yeast: .; S1P2 agonist: 0; PostGolgi ctrl: .; PTPN22 inh 2: 8; S1P2 blocker: -14; FAK inh: 1; LYP act: -9; EphB4 antag: -9; HIV Rev-RRE inh: 0
